Screens: PubChem BioAssay, several laboratories
E coli Lon inh – E. coli protease La inhibition. inhibition, % at 7.94 µM. P0A9M0. purified E. coli Lon protease, fluorescence polarization. AID 602123. actives 0.42% (n = 360,000); in the data active = inhibition above about 13%, passing the limit was not always enough;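 note: 0% = enzyme with probe and DMSO and 100% = no enzyme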
PABP1 MLLE inh – blocks PAM2 peptide binding to the PABP1 MLLE domain. P11940. GST-MLLE / FITC-PAM2 fluorescence polarization. inhibition, % at 20 µM. actives 0.36% (n = 360,000); in the data active = inhibition above about 35%, passing the limit was not always enough;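 note: plate controls were DMSO wells with GST-MLLE for no effect and wells lacking GST-MLLE protein for full effect; some results filed as inactive read as strong as hits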
SKN-1 block – inhibitors of C. elegans SKN-1. AID 624304. inhibition, % at 21.8 µM. actives 0.49% (n = 360,000). C. elegans VP596 Pgst-4::GFP/RFP ratio, acrylamide-induced, 24 h;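 active = interference check ratio from 0.5 to 1.5 plus GFP to RFP signal ratio inhibition reaching or exceeding a fixed threshold, cut at about 30% in these data, passing the limit was not always enough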; note: some compounds called inactive have numbers as strong as hits
CendR NRP1 mod – NRP-1/CendR interaction modulation | O14786 | FAM-RPARPAR peptide binding to NRP-1, fluorescence polarization | inhibition, % at 25 µM | actives 0.85% (n = 360,000) | AID 602438;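 active = inhibition or corrected inhibition above about 18%, plus a signal ratio from 0.5 to 1.5, limit read from the data, passing the limit was not always enough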; note: strong numbers were not always called active
FAS TE block – inhibitors of human fatty acid synthase thioesterase domain; P49327; actives 0.67% (n = 360,000); inhibition, % at 15 µM; recombinant FAS-TE, OMFH fluorogenic substrate, fluorescence endpoint;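 active = compounds whose normalised, plate-corrected inhibition of enzyme fluorescence in the single-dose primary screen is 50% or more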;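 note: 0% = DMSO with enzyme and 100% = substrate without enzyme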
Neddylation inh – blocks human cullin neddylation; P61081+Q13564; TR-FRET cullin neddylation, biochemical; calls only at 25 µM; actives 0.58% (n = 360,000); AID 651699; in the data active = inhibition above about 36%
MsrA act – activates bovine MsrA enzyme. purified bovine MsrA, absorbance read-out. actives 0.3% (n = 360,000). activation, % at 10.6 µM. AID 602163; in the data active = activation above about 7.5%;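 note: 0% = vehicle and 100% = reference activator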
MT1-MMP act inh – inhibitors of human MT1-MMP activation; P50281; HT1080 RFP-PRO-GFP cells, GFP/RFP ratio fluorescence, overnight; percent of plate control window, DMSO zero; GFP/RFP ratio change, % at 20 µM; actives 0.061% (n = 360,000);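 active = GFP/RFP ratio change of at least 30% with cell ATP level not reduced by more than half and red fluorescence within 50% of control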; note: strong numbers were not always called active
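system = RFP-PRO-GFP reporter HT1080 cells | dosing = 20 µM single dose, 1% DMSO | timing = overnight cell settling, then overnight compound exposure, 37 °C, 5% CO2 | read-out basis = GFP/RFP fluorescence ratio | controls = DMSO and RFP-L50D-GFP cell wells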
Rin1-Abl PPI inh – blocks binding of human Rin1 to Abl | TR-FRET Rin1/Abl binding, biochemical | actives 0.4% (n = 360,000) | inhibition, % at 7.35 µM | P00519+Q13671; in the data active = inhibition above about 5%, passing the limit was not always enough
Active calls of the source: *; i = inactive; x = no result given.

SMILES	E coli Lon inh	PABP1 MLLE inh	SKN-1 block	CendR NRP1 mod	FAS TE block	Neddylation inh	MsrA act	MT1-MMP act inh	Rin1-Abl PPI inh
C=CCn1c(=O)c2ccccc2n2c(SCC(=O)Nc3sc(C)c(CC)c3C(=O)OCC)nnc12	5	-8	18	-17	20	i	0	-6	0
Cc1ccc(C)c(N2CCN(C(=O)C(Cc3ccccc3)n3cccc3)CC2)c1 (stereo not drawn)	-9	13	1	0	32	i	1	-11	-2
CN(CC(=O)Nc1ccc(Cl)c(C(F)(F)F)c1)C(=O)/C=C/c1ccco1	-5	-5	-9	-2	24	i	-1	15	-1
CCOC(=O)CSc1nc2sc3c(c2c(=O)n1-c1ccc(OC)cc1)CCN(C)C3	-7	-5	5	-12	-10	i	-5	-3	-2
CN(C)C(=O)CCSc1nnc(-c2ccco2)o1	10	-35	7	0	-5	i	-1	-3	3
CCN(CC)CC(=O)c1ccc(-c2ccccc2)cc1	-13	1	-16	-6	-5	i	-2	-2	0
C[C@H](NC(=O)c1nc[nH]c1C(=O)NC(c1ccccc1)c1ccccc1)C(=O)OCc1ccccc1	20	-7	11	17	25	i	-2	-42	4
O=C(NCCN1CCNC1=O)C1CCC(=O)N(CCc2ccccc2)C1 (stereo not drawn)	-2	-12	3	-5	-4	i	-4	-6	3
CCCN(CC1CC1)C(=S)NC(=O)c1ccccc1Br	-4	19	18	-5	0	i	-1	-2	-1
CC(C)NC(=O)C12CC3CC(C1)CC(n1cnc(Cl)n1)(C3)C2	8	-4	4	10	-10	i	-10	1	-2
Cc1ccc(O)c(CCc2ccc(O)cc2)n1	5	3	-4	-3	-2	i	-8	0	1
O=[N+]([O-])c1ccccc1S(=O)(=O)N1CCN(Cc2ccc3c(c2)OCO3)CC1	0	3	14	6	20	i	-5	-2	2
CCCCCC(=O)NC(=S)Nc1cccc(-c2nc3ncccc3o2)c1	11	10	-8	-7	-2	i	-6	0	-4
Cc1cc(Nc2ccc(Cl)cc2)nc(NCc2ccccc2)n1	-8	7	8	-6	13	x	-5	-26	0
COCCCNc1c2c3c(cccc3[nH]c1=O)C(=O)c1ccccc1-2	-38	i	45	145	-123	i	-5	-61	-97
CCCCCc1cc(=O)oc2c(C(CCN3CCCC3)c3ccc(N(C)C)cc3)c(OC)cc(OC)c12 (stereo not drawn)	1	5	12	2	-3	i	0	3	-2
COc1ccc2nc3n(c(=O)c2c1)-c1ccc(Cl)cc1C(=O)NC3Cc1ccc(O)cc1 (stereo not drawn)	0	6	13	-3	-3	i	0	-2	-5
Fc1cccc(NC(=S)Nc2cccc3ccccc23)c1	-4	23	14	-4	3	i	-5	4	-2
COc1cc(/C=N/NC(=S)Nc2cccc(C(=O)O)c2)cc(OC)c1OC	-4	36	4	-2	-3	i	-8	1	1
CCS(=O)(=O)N1CCC(C(=O)NCc2ccc(OC)cc2OC)CC1	-4	7	2	-3	-8	i	-5	2	0
CC(=O)OCC(=O)C1(O)CCC2C3CCC4=CC(=O)CCC4(C)C3(F)C(O)CC21C (stereo not drawn)	-3	11	-7	1	0	i	-5	-4	4
CCOc1ccc(S(=O)(=O)N2CCOCC2)cc1NC(=O)Cc1c(F)cccc1Cl	1	-11	25	5	-5	i	-2	3	2
Cc1ccc(S(=O)(=O)Nc2ccc(Nc3nccn4c(-c5cccc(OC(F)(F)F)c5)cnc34)cc2)cc1	0	-24	-5	-14	20	x	6	-5	-2
CCOc1ccc(N(C)S(=O)(=O)c2ccc3[nH]cc(C(=O)NCCOC)c(=O)c3c2)cc1	-2	6	7	-10	-1	i	-1	5	-4
COC(=O)c1ccc2c(=O)n(Cc3ccc4c(c3)OCO4)c(=S)[nH]c2c1	3	-75	4	-1	-10	i	-1	-3	1
c1ccc(CN2CCN(c3ncccn3)CC2)cc1	-2	15	7	-7	-3	i	-5	-1	1
O=C(C(=Cc1ccc(O)cc1)c1ccccc1)c1ccccc1	-7	x	-2	3	24	i	-4	8	x
CC(C)CC(c1nnnn1Cc1ccc2c(c1)OCO2)N1CCC(C(N)=O)CC1 (stereo not drawn)	-4	0	1	21	-5	i	-5	4	1
Cc1noc(C)c1S(=O)(=O)N(C)C[C@H]1Oc2ccc(NC(=O)Cn3cnnn3)cc2C(=O)N([C@H](C)CO)C[C@@H]1C	-6	-1	-3	4	-12	i	-2	1	4
COc1ccc(C(=O)NNC(=O)OC(C)(C)C)cc1	-4	9	-1	-18	-4	i	-4	-3	-1
CCOc1ccccc1N/C=C(\C#N)c1nc2ccccc2n1C	-3	-5	-3	-10	-1	i	-2	4	0
N#Cc1nc(COc2cccc(Cl)c2)oc1N1CCCC1	-5	12	0	-13	32	i	-1	-1	3
CCOc1ccc(S(=O)(=O)N2CCCC(C(=O)NCc3ccco3)C2)cc1 (stereo not drawn)	13	-9	0	9	8	i	-1	-3	1
COCCN(CC1CCCN(C2Cc3ccccc3C2)C1)C(=O)CCC(F)(F)F (stereo not drawn)	-6	-15	-8	-4	-4	i	-4	1	1
O=C1NC(=S)N(C(=O)c2ccc(F)cc2)/C1=C/c1ccccc1	-429	-130	18	-218	-9	i	-1	-295	-2
COc1ccccc1CC(=O)N1CCN(c2ccccn2)CC1	-5	-1	1	8	-6	i	1	8	2
O=C1CC(C(=O)Nc2ccc(Br)cc2)S/C(=N\N=C\c2ccco2)N1 (stereo not drawn)	7	-24	-6	-11	-2	i	-14	x	2
CN(CC(=O)Nc1cccc(C#N)c1)Cc1ccc(Cl)cc1	3	7	-4	-2	23	i	-10	1	1
CCOC(=O)C1CCCN(c2c(NCCCN(C)c3ccccc3)c(=O)c2=O)C1 (stereo not drawn)	-1	-15	5	2	-6	i	-7	-2	-2
Cn1c2ccccc2n2c(=O)cc(-c3ccccc3)c(C#N)c12	6	4	-5	10	-3	i	-5	0	-2
Cn1nnnc1SCC(=O)N1CCc2ccccc2C1	1	-8	0	6	1	i	-1	-4	-2
CCOC(=O)c1cnn(-c2cccc(Cl)c2)c1N	8	2	-3	3	-5	i	-9	2	-2
COC(=O)N(C)C[C@@H]1OCc2cn(nn2)CCCC(=O)N([C@@H](C)CO)C[C@H]1C	-1	3	1	-10	-8	i	-1	1	4
O=C1SCCc2c1n(Cc1ccccc1)c1ccccc21	-7	-8	6	4	23	i	-11	7	-3
CCOC(=O)c1cnc(SCC(=O)Nc2nnc(CC)s2)nc1N	-10	19	3	-6	-7	i	0	3	0
Cc1ccc(-n2nc(C)c(C(=O)O)n2)c(C)c1	0	0	-6	-12	-7	i	-2	3	2
COc1ccc(NC(=O)CCSc2ccc(F)cc2)cc1	2	6	-6	-8	3	i	-5	4	6
Cc1[nH]c2ccc(F)cc2c(=O)c1SC(F)(F)C(F)F	-10	-1	5	-3	-3	i	-2	-2	-1

Compound profiles, as listed above. Order of values: E coli Lon inh, PABP1 MLLE inh, SKN-1 block, CendR NRP1 mod, FAS TE block, Neddylation inh, MsrA act, MT1-MMP act inh, Rin1-Abl PPI inh
CCOC(=O)C1CCCN(c2c(NCCCN(C)c3ccccc3)c(=O)c2=O)C1 (stereo not drawn) is listed with -1, -15, 5, 2, -6, i, -7, -2, -2
Cc1ccc(S(=O)(=O)Nc2ccc(Nc3nccn4c(-c5cccc(OC(F)(F)F)c5)cnc34)cc2)cc1 is listed with 0, -24, -5, -14, 20, x, 6, -5, -2
CC(C)CC(c1nnnn1Cc1ccc2c(c1)OCO2)N1CCC(C(N)=O)CC1 (stereo not drawn) is listed with -4, 0, 1, 21, -5, i, -5, 4, 1

Returning to the listing, repeating the four entries before the break.
SMILES	E coli Lon inh	PABP1 MLLE inh	SKN-1 block	CendR NRP1 mod	FAS TE block	Neddylation inh	MsrA act	MT1-MMP act inh	Rin1-Abl PPI inh
CCOC(=O)c1cnc(SCC(=O)Nc2nnc(CC)s2)nc1N	-10	19	3	-6	-7	i	0	3	0
Cc1ccc(-n2nc(C)c(C(=O)O)n2)c(C)c1	0	0	-6	-12	-7	i	-2	3	2
COc1ccc(NC(=O)CCSc2ccc(F)cc2)cc1	2	6	-6	-8	3	i	-5	4	6
Cc1[nH]c2ccc(F)cc2c(=O)c1SC(F)(F)C(F)F	-10	-1	5	-3	-3	i	-2	-2	-1
CCN1CCN(C(c2cccs2)C(C)NC(=O)c2cccc(OC)c2OC)CC1 (stereo not drawn)	4	-11	2	4	-5	i	-4	-2	1
Cc1ccccc1-n1nc2c(c1NC(=O)C1CCCC1)CS(=O)(=O)C2	8	-6	24	9	-9	i	-1	-8	-1
Cc1ccc(CNCCCSc2ncccn2)cc1	-8	14	10	2	-4	i	-2	-4	-1
CCN(CCNC(=O)CS(=O)(=O)Cc1nc(-c2cccc(OC)c2)oc1C)c1ccccc1	4	5	4	14	10	i	-2	2	2
COc1cc(OC)cc(C(=O)O/N=C(\N)c2cccc(C)c2)c1	1	8	2	-4	8	i	-2	2	0
Cc1c(OC(C(=O)O)c2ccccc2)ccc2c1oc(=O)c1ccccc12 (stereo not drawn)	1	1	24	-12	-2	x	-3	1	-2
S=C(NCCOCCOCCNC(=S)Nc1ccccc1)Nc1ccccc1	-3	-44	2	4	-2	i	-4	-1	2
S=c1[nH]nc(CSCc2ccc(Cl)cc2Cl)n1-c1ccccc1	-13	9	4	10	2	i	3	1	5
COc1ccc(/C=N\NC(=O)c2ccccc2OC)cc1COc1c(F)c(F)c(F)c(F)c1F	-1	1	15	3	22	i	-5	-3	2
CCCCCn1c(=O)[nH]c2cc(C(=O)NCCCN3CCCCC3CC)ccc2c1=O (stereo not drawn)	-1	-3	-1	-2	-2	i	-1	0	1
CNc1ncnc2c1cnn2C1CCCCO1 (stereo not drawn)	-5	11	11	11	-4	i	-2	3	1
O=C(COc1ccccc1)NC1CCCCC1	0	-1	0	-1	-10	i	-7	-1	-1
O=C(CN1CCN(S(=O)(=O)c2ccc(F)cc2)CC1)NC1CCCC1	0	7	6	-3	-3	i	-1	-3	3
Cc1[nH]n(-c2nc(-c3ccc(Cl)cc3)cs2)c(=O)c1N=Nc1ccc(O)cc1	-1	-44	3	-14	12	i	-3	9	-6
